aSyn yeast inh: qHTS of alpha-syn Inhibitors. Yeast expressing alpha-synuclein, growth rescue, BacTiter-Glo, 24 h. Potency, µM (series often up to 46.1 µM), for inactives: at the top dose growth rescue (activation), actives largely listed as activators. 370,000 compounds, 0.14% hits. AID 652106, 2013; note: potency is the fitted concentration of half-maximal effect; % of control where 0% means no effect; nearly all actives have a fitted effect of over 65% in size
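Galactose-induced alpha-syn yeast (OD600=0.02, raffinose-pregrown) + pinned cpd, 24 hr, 30 deg C; growth by BacTiter-Glo luminescence. Growth restoration scores as activation.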
pAkt inh: HTS Assay for Inhibitors of Akt Phophorylation: Primary Screen; AID 651550, 2012; activity change, % for hits at 50 µM; 360,000 compounds, 0.32% hits; Neuro2A IGF-stimulated pAkt S473 HTRF, 20 min; stronger effect = lower value; in the data active = activity change below about -80%; inconclusive = mostly about -51% to -80%; note: % is set by controls: 0 for no effect and ±100 for the full control effect
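Neuro2A cells (4,500/well, DMEM with 0.5% FBS) were treated with compound at a single 50 µM final concentration, stimulated with 6 nM IGF for 20 min at 37 °C, and lysed. Phospho-Akt Ser473 was read by HTRF as 665/615 ratio ×10^4.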
FUS suppressor: qHTS for Suppressors of FUS Proteinopathy: Primary screen using FUS-linked yeast assay; Potency, µM (highest dose often 76.6 µM), for the others: at the highest dose growth rescue (activation), hits mostly activators; 390,000 compounds, 0.24% hits; S. cerevisiae FUS-expressing, growth rescue, OD600, 24 h;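 note: potency is the fitted concentration of half-maximal effect; plate controls were DMSO vehicle for no effect and reference control for full effect; nearly all actives have a fitted effect of over 55% in size; some results filed as inactive show a strong effect at the top dose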
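Compound concentration series was pinned onto galactose-induced FUS-expressing yeast seeded at OD 0.005. Plates sat 24hr at 30C; absorbance at 600 nm gave growth. DMSO served as background control.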
PTHR1 agonist: qHTS for PTHR1 Agonists: Primary Screen; Parathyroid hormone/parathyroid hormone-related peptide receptor (Homo sapiens), Q03431; Potency, µM (doses to about 115 µM), inactives show at the top dose activation, usual class: activators; HEK293 GP2 PTHR1 cells, GloSensor cAMP luminescence, 1 h; 410,000 compounds, 0.075% hits; note: potency is the fitted concentration of half-maximal effect; nearly all actives have a fitted effect of over 55% in size; some results filed as inactive show a strong effect at the top dose; inactives centre near -15; many of its hits are not listed in these tables
Target sequence (Q03431 whole entry, looked up): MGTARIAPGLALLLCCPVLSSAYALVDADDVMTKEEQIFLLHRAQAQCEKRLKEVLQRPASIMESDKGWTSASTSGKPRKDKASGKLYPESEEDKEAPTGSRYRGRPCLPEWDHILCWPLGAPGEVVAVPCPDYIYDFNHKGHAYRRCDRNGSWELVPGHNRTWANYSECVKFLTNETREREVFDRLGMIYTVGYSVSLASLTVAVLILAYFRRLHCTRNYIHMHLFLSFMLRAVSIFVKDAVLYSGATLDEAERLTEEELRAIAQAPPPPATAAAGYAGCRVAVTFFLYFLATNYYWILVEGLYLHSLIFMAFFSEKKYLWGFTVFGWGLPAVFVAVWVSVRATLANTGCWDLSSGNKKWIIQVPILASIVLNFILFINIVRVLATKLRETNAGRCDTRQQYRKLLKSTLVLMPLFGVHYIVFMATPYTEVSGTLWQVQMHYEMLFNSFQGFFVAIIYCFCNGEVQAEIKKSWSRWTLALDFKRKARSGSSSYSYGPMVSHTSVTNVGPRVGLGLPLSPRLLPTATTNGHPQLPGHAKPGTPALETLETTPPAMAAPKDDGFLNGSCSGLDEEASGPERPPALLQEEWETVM
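HEK-293-derived GP2 cells expressing PTHR1 and a GloSensor cAMP reporter, 3,000/well, plated overnight, given luciferin plus IBMX (each 0.5 mM as added) for 1 h at 37 °C, then compound for 1 h at 37 °C. Luminescence was read after 15 min at room temperature.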
TDP43 rescue: qHTS of TDP-43 Inhibitors; TDP-43 expressing yeast growth rescue, BacTiter-Glo, 24 h; Potency, µM (top dose mostly 46.1 µM), for inactives: at the highest dose growth rescue (activation), most hits filed as activators; 410,000 compounds, 1.8% hits; note: potency is the fitted concentration of half-maximal effect; % of control where 0% means no effect; nearly all actives have a fitted effect of over 50% in size
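Readout is BacTiter-Glo luminescence of cell growth, so inhibitors register as activators. TDP-43-expressing yeast at OD600=0.02 in galactose medium, after raffinose pregrowth to mid-log, were incubated with compound for 24 hr at 30 deg C.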
Abeta yeast res: qHTS for compounds that reverse cellular toxicity of Amyloid beta (A-beta) peptide in yeast: Primary Screen. yeast expressing A-beta42, growth rescue, OD600, 48 h; response scale: 0% DMSO, 100% iron-clioquinol control. Potency, µM (top dose mostly 46.1 µM), without a hit: top-dose growth rescue, usual class: activators. 410,000 compounds, 0.063% hits; note: potency is the fitted concentration of half-maximal effect; nearly all actives have a fitted effect of over 55% in size
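Growth rescue measured by 600 nm absorbance after 48 h yeast culture at 30 C with compound. Values normalized between DMSO and an equimolar ferric chloride plus clioquinol control.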
GLP-1R inv ag: qHTS of GLP-1 Receptor Inverse Agonists (Inhibition Mode) | 410,000 compounds, 1.6% hits | Glucagon-like peptide 1 receptor (Homo sapiens), P43220 | Potency, µM (doses to about 38.3 µM), inactives show top-dose activity change, negative = inhibition, most hits filed as inhibitors | HEK293 GLP-1R CRE-luciferase, luminescence, 24 h; GLP-1R form is constitutively active; note: potency is the fitted concentration of half-maximal effect; % is set by controls: 0 for no effect and ±100 for the full control effect; nearly all actives have a fitted effect of over 55% in size
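Seeding at 200 cells/uL, 12 h culture, 24 hr compound treatment, then luciferase reagent and a luminescence read; cells are HEK293 stably expressing a constitutively active GLP-1R plus cAMP-responsive luciferase.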
GLP1R ag: qHTS of GLP-1 Receptor Agonists; HEK293 GLP-1R CRE-luciferase, luminescence, 4-6 h; cells express a hypersensitive GLP-1R form; AID 624172, 2012; 380,000 compounds, 0.007% hits; Glucagon-like peptide 1 receptor (Homo sapiens), P43220; Potency, µM (top dose mostly 45.6 µM), for inactives: top-dose activation, actives largely listed as activators; note: potency is the fitted concentration of half-maximal effect; % of control where 0% means no effect
D3 antag: qHTS of D3 Dopamine Receptor Antagonist: qHTS. D(3) dopamine receptor (Homo sapiens), P35462. D3R cells, DiscoveRx beta-arrestin luminescence, antagonist mode; stronger effect = lower value. max response, negative = inhibition, %. 360,000 compounds, 2.5% hits. AID 652054, 2013; in the data active = max response below about -50%; inconclusive = no clear call, values can overlap the other calls; note: % is set by controls: 0 for no effect and ±100 for the full control effect; mostly tested at two doses, the higher about 12 µM
Target sequence (P35462 whole entry, looked up): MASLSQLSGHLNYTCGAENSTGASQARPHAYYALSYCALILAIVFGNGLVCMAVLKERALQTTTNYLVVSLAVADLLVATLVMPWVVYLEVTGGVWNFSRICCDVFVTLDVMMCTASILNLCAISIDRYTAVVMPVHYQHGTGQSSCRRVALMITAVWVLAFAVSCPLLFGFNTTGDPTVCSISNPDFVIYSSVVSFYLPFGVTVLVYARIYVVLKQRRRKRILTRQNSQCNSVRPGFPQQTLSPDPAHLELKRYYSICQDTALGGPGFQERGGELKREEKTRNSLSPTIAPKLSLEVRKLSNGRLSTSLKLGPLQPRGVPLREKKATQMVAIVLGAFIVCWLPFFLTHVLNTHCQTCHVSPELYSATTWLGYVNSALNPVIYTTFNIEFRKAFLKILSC
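Cells expressing the human receptor were seeded at 1500 cells/well, incubated overnight at 37 degrees C in 5% CO2, then exposed to library compounds with dopamine controls for 90 minutes at 37 degrees C before luminescent detection.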
The depositor's hits bear a star; i = inactive; ? = inconclusive; · = no result given; & = joins results of further samples; [ ] = dose if it differs, or a comment. Unless noted, calls come from the whole dose curve; as a rule, active = well fitted curve in the direction sought with a large enough effect; inconclusive = small, poorly fitted or top-dose-only effect, or another doubt; inactive = no such curve, though single readings can be large; an effect the other way counts as inactive or inconclusive. These rows are one share of the data; rates above refer to the full screens.

# | canonical_smiles | aSyn yeast inh | pAkt inh | FUS suppressor | PTHR1 agonist | TDP43 rescue | Abeta yeast res | GLP-1R inv ag | GLP1R ag | D3 antag
1 | Cc1ccccc1C(=O)N1CCN(CCNC(=O)C(=O)Nc2ccc(Br)cc2)CC1 | -14% | i | 13% | -90%[inhibitor] | -7% | 10% | -19% | -27% | -3
2 | CN1CCN(NC(=O)Nc2ccc(F)cc2)CC1 | 1% | i | -26% | i | -10% | -2% | 10% | -1% | 1
3 | COc1ccc(-c2nnc(SCC(=O)Nc3ccc(C)c(Cl)c3)nc2-c2ccc(OC)c(OC)c2)cc1OC | · | · | ? | -18% | 13% | 2% | -17% | · | ·
4 | CC(=O)c1ccc(N(C(=O)c2csnn2)C(C(=O)NC(C)(C)C)c2cccs2)cc1 (stereo unspecified) | -6% | i | -4% | 2% | -9% | -2% | 47%[activator] | -3% | 13
5 | C[C@H](CO)N1C[C@H](C)[C@H](CN(C)C(=O)Nc2ccc3c(c2)OCO3)Oc2ncc(Br)cc2C1=O | 2% | i | -2% | -19% | 17% | 10% | 1% | 9% | 13
6 | Cc1ccc(C2/C(=C(/O)c3ccc(Br)cc3)C(=O)C(=O)N2Cc2ccco2)o1 (stereo unspecified) | 13% | i | 32% | 17%[57.5 µM] | 10% | ? | ? | -5% | ?
7 | CN(C)CCN1C(=O)C(=O)/C(=C(/O)c2ccccc2)C1c1ccccc1F (stereo unspecified) | -5% | i | -2% | i | -11% | -11% | 4% | 2% | 14
8 | CCOC(=O)c1c(N)nn(C(=O)CC)c1-c1ccccc1 | 4% | i | -30% | i | -6% | 0% | 10% | -1% | 11
9 | Fc1ccccc1C(c1nnnn1Cc1ccc2c(c1)OCO2)N1CCN(Cc2ccco2)CC1 (stereo unspecified) | 2% | i | 25% | -11%[57.5 µM] | -5% | -11% | ? | 2% | -27
10 | Cc1cccc(-c2sc(Nc3ccccc3)n[n+]2-c2ccccc2)c1 | 3% | i | 15% | 24% | -16% | -23% | -13% | 7% | -17
11 | CC12CC3CC(C)(C1)CC(C(=O)NCc1cccnc1)(C3)C2 | -6% | i | 10% | -3% | -15% | -7% | -14% | 1% | 0
12 | CCCC(=O)NC(c1ccc(N(C)C)cc1)c1ccc2cccnc2c1O (stereo unspecified) | 24% | i | 36% | i | -7% | -28% | -26% | 17% | -24
13 | Cc1occc1C(=O)Nc1nn[nH]n1 | 4% | i | 6% | 1%[57.5 µM] | -1% | -10% | -1% | -7% | 10
14 | CCC(C(=O)OCC(=O)Nc1ccc(F)cc1)c1ccccc1 (stereo unspecified) | 24% | i | · | -35%[inhibitor] | -17% | -6% | ? | -1% | -21
15 | COc1cc(C(=O)N2CCN(c3ccccc3Cl)CC2)ccc1OCC(=O)N1CCOCC1 | 5% | i | 5% | -24% | 11% | -12% | 2% | 8% | -1
16 | Cc1c(Br)c(C(F)(F)F)nn1CC(=O)NCC1CCCO1 (stereo unspecified) | -1% | i | -17% | i | -17% | -2% | 2% | 2% | -21
17 | Cc1cccc(NC(=O)c2cc(Cl)sc2Cl)c1C | 1% | i | -10% | -4% | 20% | 21% | 5% | -4% | 1
18 | CCCC1(C(=O)O)NC(c2ccc(OC)cc2O)C2C(=O)N(c3ccc(OC)cc3)C(=O)C21 (stereo unspecified) | 0% | i | -6% | -15% | 23% | 2% | 6% | -7% | 4
19 | Cc1csc(SCC(=O)NCCc2ccc(Cl)cc2)n1 | 6% | i | -4% | i | 22% | -4% | -9% | -1% | 1
20 | CCOC(=O)NCc1ccccc1 | -7% | i | -34% | 14% | 5% | -15% | 12% | -4% | -6
21 | COc1ccc(CN2CCNC(=O)C2CC(=O)N2CCCO2)c(OC)c1 (stereo unspecified) | -6% | i | · | i | 29% | -6% | -10% | -4% | 17
22 | COc1cc2c(cc1OC)-c1cc(NC3CCCCCC3)nc(=O)n1CC2 | -1% | i | 25% | 5%[57.5 µM] | -18% | 0% | 228%[activator] | ? | -19
23 | Cc1ccc(NC(=O)/C=C/C(=O)O)c(NC(=O)c2ccccc2)c1 | 14% | i | -8% | i | 16% | 1% | -10% | -1% | -8
24 | CCc1nc2ccc(C(=O)N(CC)CCN(C)C)cn2c1N(C)C(=O)C1CCCCC1 | -4% | i | -30% | -3% | -4% | -14% | 18% | 3% | 5
25 | Cn1nc(C(=O)NNC(=O)CCc2ccccc2Cl)c2ccccc2c1=O | 2% | i | 17% | -19% | 3% | -11% | 4% | -13% | 7
26 | CCCN1CCC(C)(C(=O)Nc2ccccc2Oc2ccccc2)C1 (stereo unspecified) | 0% | i | -27% | i | ? | -4% | -2% | 9% | -28
27 | CCCCCN1CC(O)=C(c2nc(-c3ccc(Cl)cc3)cs2)C1=N | -5% | i | 28% | i | -13% | -10% | 2% | -12% | -19
28 | Nc1ccc(NC(=O)c2ccco2)c(Cl)c1 | 1% | i | -5% | -12% | -10%[0.397 µM] | -8% | 46%[activator] | 7% | 17
29 | COc1cccc(C(=O)Nc2ccc(NC(=O)c3ccco3)c(Cl)c2)c1 | -15% | i | 43% | -44%[inhibitor] | 4%[9.22 µM] | -11% | 21%[7.66 µM] | 11% | ?
30 | O=C(Cc1c(F)cccc1Cl)NNC(=S)Nc1ccc(S(=O)(=O)Nc2ncccn2)cc1 | -3% | i | 23% | i | 8% | -2% | 6% | -5% | -23

Compound profiles (already shown).
Record of CN(C)CCN1C(=O)C(=O)/C(=C(/O)c2ccccc2)C1c1ccccc1F (stereo unspecified) : aSyn yeast inh = -5%; pAkt inh = i; FUS suppressor = -2%; PTHR1 agonist = i; TDP43 rescue = -11%; Abeta yeast res = -11%; GLP-1R inv ag = 4%; GLP1R ag = 2%; D3 antag = 14
Record of O=C(Cc1c(F)cccc1Cl)NNC(=S)Nc1ccc(S(=O)(=O)Nc2ncccn2)cc1 : aSyn yeast inh = -3%; pAkt inh = i; FUS suppressor = 23%; PTHR1 agonist = i; TDP43 rescue = 8%; Abeta yeast res = -2%; GLP-1R inv ag = 6%; GLP1R ag = -5%; D3 antag = -23

Continued.
Second line of a record: aSyn yeast inh	pAkt inh	FUS suppressor	PTHR1 agonist	TDP43 rescue	Abeta yeast res	GLP-1R inv ag	GLP1R ag	D3 antag
31: CC(=O)Oc1c(S(=O)(=O)c2ccccc2)c(C)nn1C(C)(C)C
  -2%	i	3%	-4%	?	-40%[inhibitor]	0%	-12%	14
32: CC1CCN(CCCCOc2ccccc2Br)CC1
  7%	i	·	i	8%	3%	-9%	-2%	-54*
33: O=C(O)CCCCn1c(SCc2ccccc2Cl)nc2ccsc2c1=O
  -4%	i	?	i	5%	-26%	-7%	4%	-16
34: COc1ccc(N2C(=O)NC(NS(=O)(=O)c3ccc(NC(C)=O)cc3)(C(F)(F)F)C2=O)cc1 (stereo unspecified)
  -6%	i	10%&3%	i	5%&16%	-8%&-12%	27%&3%	-31%	13
35: N#Cc1ccc(COC(=O)C2CCC(=O)N2)cc1 (stereo unspecified)
  -9%	i	-8%	i	0%	-2%	-4%	-1%	-52*
36: c1ccc(-c2nc(C3CCCCC3)c3ccccc3n2)cc1
  1%	i	-12%	-16%	-5%	-16%	13%	-3%	-3
37: CCCNC(=O)CSc1nnc(-c2ccccc2Br)n1-c1cccc(C(F)(F)F)c1
  0%	i	33%	-5%	5%	-3%	?	6%	-6
38: CCCCn1c(N)c(N(CCC(C)C)C(=O)c2ccc([N+](=O)[O-])s2)c(=O)[nH]c1=O
  5%	i	33%	-3%	2%	-11%	2%	14%	13
39: COC(=O)c1cc(NC(=O)CN(c2ccc3c(c2)OCO3)S(C)(=O)=O)ccc1Cl
  2%	i	6%	0%[57.5 µM]	1%	11%	6%	9%	4
40: CCOC(=O)N1CCN(C(=O)Nc2cccc3ccccc23)CC1
  -1%	i	-2%	-2%	23%	8%	5%	-1%	-6
41: CCSc1oc(-c2cccs2)nc1S(=O)(=O)c1ccccc1
  1%	i	19%	i	16%	-29%	?	-3%	1
42: c1ccc(N2CCN(c3ncnc4[nH]ncc34)CC2)cc1
  ·	·	-2%	-32%[inhibitor]	?	-12%	-11%	·	·
43: O=C(Nc1nccs1)c1ccc2ccccc2c1
  -17%	i	-6%	-26%	?	25%	-24%	-4%	6
44: Cc1cccc(NC(=O)CCOc2ccccc2)c1C
  0%	i	-8%	i	9%	12%	?	9%	7
45: CNS(=O)(=O)c1cc(-c2nnc(N3CCOCC3)c3ccccc23)ccc1C
  0%	i	14%	-40%[inhibitor]	16%	7%	30%	6%	31

Two compounds picked at random from the list so far:
Second line of a record: aSyn yeast inh	pAkt inh	FUS suppressor	PTHR1 agonist	TDP43 rescue	Abeta yeast res	GLP-1R inv ag	GLP1R ag	D3 antag
6: Cc1ccc(C2/C(=C(/O)c3ccc(Br)cc3)C(=O)C(=O)N2Cc2ccco2)o1 (stereo unspecified)
  13%	i	32%	17%[57.5 µM]	10%	?	?	-5%	?
40: CCOC(=O)N1CCN(C(=O)Nc2cccc3ccccc23)CC1
  -1%	i	-2%	-2%	23%	8%	5%	-1%	-6

Source: PubChem BioAssay
